CatB mix inh: cathepsin B inhibitors from pooled compounds, primary screen, biochemical, compound mixtures, AMC fluorescence | actives 0.06% (n = 62,000) | AID 488, 2006 | P07858 | Purified cathepsin B, AMC dipeptide fluorescence | inhibition, %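 (ten-compound pools at 5 µM per compound and 50 µM total)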; in the data active means inhibition above about 22%, passing the limit was not always enough;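 further: 0% = enzyme without compound and 100% = no enzyme blank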
C1s block: complement C1s protease inhibitors, primary screen, biochemical, 10-compound mixtures; purified C1s, fluorogenic AMC substrate, pooled mixtures; actives 0.16% (n = 62,000); Complement C1s subcomponent (Homo sapiens), P09871; mean inhibition % of two 10-compound mixtures (stronger effect = higher value), % at 5 µM (by protocol);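 active means inhibition above 20% in each of the two 10-compound mixture wells holding the compound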;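 further: 0% = enzyme wells lacking compound mixture and 100% = no-enzyme blank wells; some compounds called inactive have numbers as strong as hits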
FXIIa mix inh: human factor XIIa inhibitors, primary screen, biochemical, pooled compound mixtures, fluorogenic substrate | purified FXIIa | inhibition, % at 5 µM | actives 0.2% (n = 62,000) | AID 684, 2007;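 further: 0% = enzyme without compound and 100% = no enzyme blank; some results filed as inactive read as strong as hits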
CatS block: inhibitors of human cathepsin S, biochemical, compound mixtures | P25774 | recombinant cathepsin S, AMC dipeptide fluorescence, pooled mixtures | inhibition, %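 (tested at 5 µM per compound within 10-compound mixtures)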 | actives 0.06% (n = 62,000); in the data active means inhibition above about 32%, passing the limit was not always enough;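 further: 0% = enzyme without compound and 100% = blank without enzyme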
Target sequence (P25774 115-331 limits assumed): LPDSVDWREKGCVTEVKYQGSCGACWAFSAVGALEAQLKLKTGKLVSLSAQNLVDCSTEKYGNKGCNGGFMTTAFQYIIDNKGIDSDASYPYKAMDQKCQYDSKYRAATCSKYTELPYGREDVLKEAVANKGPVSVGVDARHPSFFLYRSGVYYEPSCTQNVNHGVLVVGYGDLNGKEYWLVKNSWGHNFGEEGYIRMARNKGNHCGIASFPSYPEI
FXIa inh mix: FXIa protease inhibitors in compound pools, primary screen, biochemical, 10-compound mixtures; Coagulation factor XI (Homo sapiens), P03951; purified FXIa, fluorogenic substrate, pooled mixtures; inhibition, % at 5 µM; actives 0.19% (n = 62,000);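 further: each value is inhibition by a whole ten-compound pool holding the compound; 0% = enzyme with no mixture and 100% = wells lacking enzyme; strong numbers were not always called active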
Target sequence (P03951 19-387 limits assumed): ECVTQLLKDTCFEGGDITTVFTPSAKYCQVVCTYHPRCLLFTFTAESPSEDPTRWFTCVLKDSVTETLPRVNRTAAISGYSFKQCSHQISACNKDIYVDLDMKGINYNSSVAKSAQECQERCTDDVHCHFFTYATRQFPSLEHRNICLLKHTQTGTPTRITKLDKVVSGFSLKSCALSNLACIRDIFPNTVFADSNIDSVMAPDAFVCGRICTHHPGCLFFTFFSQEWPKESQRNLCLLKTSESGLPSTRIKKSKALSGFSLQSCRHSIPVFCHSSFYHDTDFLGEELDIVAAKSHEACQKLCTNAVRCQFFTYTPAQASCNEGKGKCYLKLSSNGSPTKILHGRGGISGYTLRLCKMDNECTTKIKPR
Target sequence (P03951 388-625 limits assumed): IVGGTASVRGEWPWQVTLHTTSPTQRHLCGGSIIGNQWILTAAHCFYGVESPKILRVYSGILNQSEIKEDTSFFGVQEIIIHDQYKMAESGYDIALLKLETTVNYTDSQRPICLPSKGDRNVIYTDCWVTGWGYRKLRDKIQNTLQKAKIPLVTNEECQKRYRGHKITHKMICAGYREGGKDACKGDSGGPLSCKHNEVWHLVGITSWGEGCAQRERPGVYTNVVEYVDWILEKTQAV
CatL block: inhibitors of human cathepsin L, biochemical | actives 0.17% (n = 58,000) | inhibition, %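 (tested at 10 µM)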 | Procathepsin L (Homo sapiens), P07711 | AID 460, 2006 | purified cathepsin L, fluorogenic substrate, fluorescence; in the data active means inhibition above about 45%;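 further: 0% = enzyme with no compound and 100% = no enzyme blank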
CatG inh: human cathepsin G inhibitors, primary screen, biochemical, pooled compound mixtures, AMC fluorescence | inhibition, % at 5 µM (by protocol) | actives 0.2% (n = 62,000) | AID 581, 2007 | P08311 | purified enzyme, AMC-tetrapeptide fluorescence;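 active means inhibition above 20% in each of the two mixture wells holding the compound; inactive means inhibition of 20% or less in either well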;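 further: 0% = enzyme control without mixture and 100% = blank lacking enzyme; strong numbers were not always called active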
CatB inh: human cathepsin B inhibitors, primary screen, biochemical, fluorogenic substrate | purified cathepsin B, fluorescence | inhibition, %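 (tested at 10 µM)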 | actives 0.1% (n = 63,000); in the data active means inhibition above about 21%;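 further: 0% = enzyme with no compound and 100% = no enzyme blank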
A340 absorber: compound light absorbance at 340 nm, profiling panel, artefact control, biochemical, MLSMR library, data from PS, PMK, MK assays; compound absorbance at 340 nm, fold over control; fold change at 10 µM; 65,000 tested, under 10 active;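 active means at 10 µM dose, initial 340 nm absorbance at least 2 fold that of control wells; inactive means change under 2 fold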;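 further: initial absorbance extrapolated from kinetic A340 decline of NADH oxidation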
The depositor's hits bear a star; . = no result given. Unless noted, no stated cut-off is given here; in the data, active means inhibition above about 20% (passing the limit was not always enough); inactive means the rest. This is a subset; count on the stated rates, not on these rows.

canonical_smiles	CatB mix inh	C1s block	FXIIa mix inh	CatS block	FXIa inh mix	CatL block	CatG inh	CatB inh	A340 absorber
CCOC(=O)c1ccc(CNC(=O)CCC(=O)O)cc1	1	2	-15	3	3	-8	-1	-3	1
COc1ccccc1-c1nc(C(N)=O)c2[nH]c(=O)n(-c3cccc(C)c3)c2n1	2	5	2	14	3	5	8	3	1
Cc1cccc(OCCCCCn2ccnc2)c1	4	11	29	15	5	27	15	8	1
COc1ccccc1OCc1ccc(C(=O)Nc2ccncc2)o1	-13	1	9	9	1	10	14	-3	0.97
N#CC1=C(N)Oc2cc(O)ccc2C1C1CCCCC1 (stereo not given)	-4	-24	-17	11	-2	-5	0	-3	0.99
Cc1cc(=O)n2[nH]c(-c3ccc(Cl)cc3)cc2n1	-11	-1	2	5	1	5	8	-7	0.99
COc1cccc(C2C(C#N)=C(N)Oc3cc(C)n(Cc4ccccn4)c(=O)c32)c1OC (stereo not given)	-2	-28	9	-9	-2	-6	4	1	1
O=c1[nH]c(N2CCCCC2)nc2c1CCCC2	-4	6	8	0	15	-2	3	-2	1
Cc1nn(C)c(C)c1CN(C)C(=O)c1cnn2c1NC(c1ccccc1)CC2C(F)(F)F (stereo not given)	-6	-43	-14	-9	0	.	-2	0	0.99
Cc1cc(C(=O)CSc2nnc(-c3ccccc3)n2-c2ccccc2)c(C)n1-c1ncn[nH]1	-6	-99	4	-9	-9	-4	-8	3	1
Cc1cc(NC(=O)c2cc(-c3cccs3)on2)no1	0	-15	-14	13	4	19	17	5	0.99
FC(F)(F)c1cc(-c2ccco2)nc(NCc2cccnc2)n1	-2	-17	-1	-2	8	-11	-4	2	1.1
CN(C(=O)COc1ccccc1)c1nnc(-c2ccncc2)s1	3	-2	-4	-5	3	-27	-2	1	1
O=C(c1cnc2n(c1=O)CCS2)N(C1CCCCC1)C1CCCCC1	4	8	5	-2	1	10	8	4	1
O=C(CSc1nnc(CNc2ccc(Cl)cc2)o1)Nc1nc2ccccc2s1	-1	-8	-1	0	-4	-3	7	0	1.1
O=C(c1ccco1)N1CCN(C(=O)C(Sc2ccccc2)c2ccccc2)CC1 (stereo not given)	1	-2	5	2	4	-11	-6	6	1
COc1ccccc1NC(=O)c1ccc(S(=O)(=O)N2CCCC2)cc1	-1	-50	11	-5	-7	-4	1	-2	1.1
O=C(Nc1ccccc1)NC1(C(=O)NCc2ccc3c(c2)OCO3)CCCCC1	-2	12	1	0	4	21	8	-1	0.98
O=c1cc(N2CCN(c3cccc(Cl)c3)CC2)[nH]c(=O)n1C1CCCCC1	-1	15	7	4	0	15	11	3	1.1
CN1CCN(C(c2cccnc2)c2ccc3cccnc3c2O)CC1 (stereo not given)	3	-35	5	13	-10	24	-15	6	0.97
COc1ccc2c(c1)[nH]c1c(N3CCN(Cc4ccc5c(c4)OCO5)CC3)ncnc12	0	-27	-2	-3	-3	-8	6	0	1.1
O=C(O)C1CCCN(C(=O)NCc2ccccc2)C1 (stereo not given)	5	-6	4	15	9	-2	-1	-5	1
CCN(CC)c1ccc(NC(=O)c2cnc3ccccn3c2=O)c(C)c1	2	7	5	8	-2	-2	3	7	1.1
COc1ccc(-n2nc3cc(C)c(NC(=O)CC(C)C)cc3n2)cc1	-1	6	1	5	0	.	11	-1	1.1
Cn1c(=O)n(Cc2ccccc2)c(=O)c2c1nc1n2CCS1	2	14	2	0	7	16	8	4	1
CCOC(=O)CSc1nnc(-c2cccs2)n1-c1ccccc1	1	11	4	2	8	4	7	4	1
CCCCC(=O)Nc1ccc(Br)cc1C(=O)O	0	5	18	7	0	1	-2	-2	1
Cc1csc(NC(=O)CSc2ncnc3c2cnn3-c2ccccc2Cl)n1	1	-8	4	6	1	9	9	4	1
COc1cc(NC(=O)CN(c2cc(C)cc(C)c2)S(=O)(=O)c2c(C)noc2C)cc(OC)c1	-5	-5	14	4	2	-14	-2	1	0.98
c1ccc(CNc2nc3ccccc3n2CCN2CCOCC2)nc1	-2	-26	3	1	-9	38	-9	4	1
Cc1csc(SCc2nc3sc4c(c3c(=O)[nH]2)CCC4)n1	1	-12	-15	24	3	-2	3	2	1
CCCc1cc(=O)n2c(nc3ccccc32)[nH]1	-1	-10	3	4	-2	30	6	3	1
O=C(CN1CCN(c2ccc(F)cc2)CC1)Nc1cccc(C(F)(F)F)c1	2	-31	5	10	4	3	2	8	0.97
CCOc1cc(NC(=O)c2ccco2)c(OCC)cc1NC(=O)Cc1cccc(OC)c1	0	-12	-17	11	1	3	-12	0	1
c1ccc(-n2nc3c(ccc4cnnc43)[nH]2)cc1	1	-52	3	4	-5	8	0	1	1
CC(=O)N1CCc2cc(C(=O)CN3CCCCC3)ccc21	0	-3	6	19	4	20	-6	6	1.1
COC(=O)c1cc(NC(=O)CSc2nc(C)cc(=O)[nH]2)cc(C(=O)OC)c1	8	16	9	17	9	10	10	2	1
COc1nc(N2CCOCC2)nc(-n2cccc2)n1	1	-2	8	3	-1	15	-44	2	1
COc1ccccc1Cn1nnc2c(=O)[nH]c(C3CCN(C(=O)c4ccccc4Cl)CC3)nc21	6	4	9	-1	4	6	11	0	0.99
COC(=O)c1ccccc1NC(=O)c1cncc(Br)c1	8	-1	4	-1	7	-2	-1	-3	1
NC(=O)CCCCC(=O)OCCCc1cccs1	2	3	12	1	-4	-1	8	-2	1
COc1ccc(-n2nnc3c(=O)n(Cc4cccc(C)c4)cnc32)cc1	0	-10	12	9	-6	25	1	5	1
CCC(C#CCN1CCCCC1)(CC)OCCC#N	3	16	-3	-4	8	0	12	-2	1
CN(C)c1cccc(NC(=O)CCc2ccccc2)c1	-1	-17	4	8	4	4	19	3	1
COCC(=O)NCc1nc2ccccc2[nH]1	11	-8	9	-6	8	-10	1	-6	1.1
c1ccc2c(CNn3cnnc3)cccc2c1	4	-7	10	4	8	.	-1	-2	1.1
CCOC(=O)c1cc2occc2n1CC(=O)N1CCN(C(=O)c2ccco2)CC1	1	3	10	3	12	28	8	3	1
Cc1ccc2c(c1)N(CC(=O)N1CCCCCC1)C(=O)CO2	-2	-20	-18	-12	1	22	-1	5	1
CCCCCCN1C(=O)C(O)=C(C(C)=O)C1c1ccc(Cl)cc1 (stereo not given)	1	0	2	9	4	.	7	3	1.1
CCOC(=O)CSc1nc2cc(C)cc(C)c2cc1C#N	-2	-26	5	-6	-7	7	-2	2	1

3 of the compounds above, with the structure last.
CatB mix inh	C1s block	FXIIa mix inh	CatS block	FXIa inh mix	CatL block	CatG inh	CatB inh	A340 absorber	compound
-2	-26	3	1	-9	38	-9	4	1	c1ccc(CNc2nc3ccccc3n2CCN2CCOCC2)nc1
-5	-5	14	4	2	-14	-2	1	0.98	COc1cc(NC(=O)CN(c2cc(C)cc(C)c2)S(=O)(=O)c2c(C)noc2C)cc(OC)c1
0	-12	-17	11	1	3	-12	0	1	CCOc1cc(NC(=O)c2ccco2)c(OCC)cc1NC(=O)Cc1cccc(OC)c1

Carrying on:
canonical_smiles	CatB mix inh	C1s block	FXIIa mix inh	CatS block	FXIa inh mix	CatL block	CatG inh	CatB inh	A340 absorber
CC(=NCCCn1ccnc1)C1=C(O)c2ccccc2C1=O	4	4	-19	7	1	4	-2	1	1.1
COc1ccc(-c2nc(CCNC(=O)c3ccco3)cs2)cc1OC	1	-15	-16	17	11	-10	4	4	1
COC(=O)C1=C(C)Nc2ncnn2C1c1ccc(OCc2ccccc2)cc1 (stereo not given)	1	6	-10	-1	3	.	9	4	0.99
CC(C)Nc1nc(NC(C)C)nc(Oc2ccc(/C=N/O)cc2)n1	2	12	4	-5	4	-7	10	0	0.96
O=C(NCc1cccs1)C1CCN(c2nc3ccccc3o2)CC1	2	-24	6	-2	-1	9	6	4	0.98
COc1ccc(-n2c(SCC(=O)N3CCCCC3)nc(O)cc2=O)cc1	13	1	9	16	1	-8	-6	2	1
Cc1onc(-c2ccccc2Cl)c1C(=O)NCC1CCCO1 (stereo not given)	4	-65	-4	5	-1	-3	-5	5	1.1
O=c1nc2n(c3ncccc13)CCC2	-6	2	4	5	-5	0	10	5	1
Cc1cc2cc(CNC(=O)CC(C)C)ccc2n1C	-6	-62	-15	-3	0	-1	-7	-1	1
COc1cc(C)c(Cl)cc1S(=O)(=O)NCC1CCCO1 (stereo not given)	-1	-13	11	2	-5	24	1	7	1
Cc1nc(-c2cnn(-c3ccccc3)c2)c2cc(C)oc2n1	4	12	3	-2	3	-1	14	.	1
COc1cc(OC)cc(-c2nc(-c3cc4cc(C)ccc4nc3OC)no2)c1	-1	8	0	6	0	6	9	3	1.1
Cc1cc(C(=O)Nc2cccc(O)c2)c(C)o1	9	2	3	18	11	1	5	-3	0.99
O=C(CN1CCN(c2ccccn2)CC1)Nc1cccc(C(F)(F)F)c1	4	15	-1	0	7	-2	12	-1	1
COc1ccc(C2C(C(=O)Nc3ccccc3)=C(C)Nc3nc(CCCO)nn32)cc1 (stereo not given)	5	15	7	-4	5	-5	8	6	1
CCOC(=O)Cn1c(=O)c2c(nc(N3CCCCC3)n2Cc2ccccc2)n(C)c1=O	2	2	1	0	4	-3	-3	-1	1
O=C(NCCc1ccc(Cl)cc1)c1ncn[nH]1	0	12	8	34	9	.	5	2	0.98
COc1ccc(-c2cn3c(C)c(C(=O)N4CCN(c5ccccc5F)CC4)sc3n2)cc1	6	-1	-1	20	8	6	-3	0	1
CSc1nccc(Nc2ccccc2)c1C#N	5	11	3	5	2	-5	10	5	1
O=C(CC(c1ccc(F)cc1)c1ccco1)N1CCOCC1 (stereo not given)	7	-26	3	19	11	.	0	-1	1.1
Clc1ccc(CSc2nnc(-c3ccncc3)o2)cc1	-5	0	8	-3	8	-8	-1	-3	1
COc1cccc(NC2=NCC(=O)N2Cc2cccs2)c1	4	15	0	-1	6	73*	12	-2	1
COc1ccc(-n2ncc3c(=O)n(CC(=O)OCc4ccccc4)cnc32)cc1	4	9	10	-2	4	13	6	2	1
O=C(O)c1nc2ccccc2nc1C(=O)O	7	17	-19	0	5	-3	9	6	1
CCOC(=O)C1CCN(c2ncnc3c2oc2ccc(Cl)cc23)CC1	2	16	-8	1	0	7	9	1	1
Cc1ccc2cc(CN(CCN3CCOCC3)C(=O)NCc3ccccc3)c(=O)[nH]c2c1C	7	2	-13	2	11	7	-1	3	1.1
O=S(=O)(c1cccs1)N1CN(CC2CCCO2)c2nc3ccccc3nc21 (stereo not given)	-2	-1	6	0	-4	23	9	0	1.1
Cc1nc(C)n(CC(O)COc2ccc3ccccc3c2)n1 (stereo not given)	3	-4	-18	-2	-4	5	0	3	1
CN(C)CCCNCCCNC(=O)c1ccncc1	2	-3	0	4	2	0	2	-3	1
CCC(CC)C(=O)Nc1cc(C(=O)OC)cc(C(=O)OC)c1	0	-2	14	1	-1	13	6	5	1
COCCN1C=C(C(=O)OC)C(c2ccc(OC)c(OC)c2)C(C(=O)OC)=C1	-5	-3	2	4	6	.	-1	-3	1.1
CCc1nc2ccccc2n(CCOCCOCCn2c(=O)c(CC)nc3ccccc32)c1=O	5	15	1	1	4	-4	10	1	1.1

Bioassay records as filed in PubChem.
